Source: PubChem
ZTA DNA inh = blocks Epstein-Barr virus ZTA, an EBNA-1 counter-screen | ZTA-DNA binding, fluorescence polarization | inhibition, % at 11 µM | 320,000 tested, 0.15% active | AID 2234; in the data active = inhibition above about 33%
Target sequence (P03206 whole entry, looked up): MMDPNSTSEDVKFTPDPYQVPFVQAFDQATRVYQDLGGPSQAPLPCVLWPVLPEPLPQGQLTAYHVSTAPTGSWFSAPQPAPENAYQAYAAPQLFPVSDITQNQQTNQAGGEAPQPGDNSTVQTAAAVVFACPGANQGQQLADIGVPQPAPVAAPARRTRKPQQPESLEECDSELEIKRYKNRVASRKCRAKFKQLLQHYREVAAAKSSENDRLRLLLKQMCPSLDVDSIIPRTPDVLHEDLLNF
pPAFAH inh = inhibitors of human plasma PAF acetylhydrolase (pPAFAH) | recombinant pPAFAH, FP-rhodamine probe fluorescence polarization | 330,000 tested, 1.5% active | Q13093 | inhibition, % at 3.39 µM;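 active = inhibition above the mean inhibition across the screen plus 3 SD, cut at about 25% in these data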;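 also: inhibitors block binding of the rhodamine activity-based probe so polarization drops; 0% = enzyme with DMSO and 100% = wells lacking pPAFAH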
Target sequence (Q13093 whole entry, looked up): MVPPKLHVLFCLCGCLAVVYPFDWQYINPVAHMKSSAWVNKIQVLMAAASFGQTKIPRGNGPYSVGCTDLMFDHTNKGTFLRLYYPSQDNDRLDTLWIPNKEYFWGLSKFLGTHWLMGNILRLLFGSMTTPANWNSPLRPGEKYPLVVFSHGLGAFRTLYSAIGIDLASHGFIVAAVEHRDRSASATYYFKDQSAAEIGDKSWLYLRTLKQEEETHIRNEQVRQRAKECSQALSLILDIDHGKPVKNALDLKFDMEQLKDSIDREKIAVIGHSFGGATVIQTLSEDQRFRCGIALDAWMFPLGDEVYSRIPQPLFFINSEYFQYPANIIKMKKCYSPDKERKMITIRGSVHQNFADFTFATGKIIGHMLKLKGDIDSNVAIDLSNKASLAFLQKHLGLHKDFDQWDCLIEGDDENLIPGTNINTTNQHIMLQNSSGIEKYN
PAFAH2 inh = PAFAH2 (human) inhibition. 340,000 tested, 0.99% active. Q99487. recombinant PAFAH2, FP-rhodamine activity probe, fluorescence polarization. inhibition, % at 3.39 µM;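 active = inhibition above the mean over all tested compounds plus 3 SD, cut at about 30% in these data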;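 also: inhibitors block probe labeling of enzyme so polarization drops; 0% = enzyme with DMSO and 100% = wells lacking PAFAH2 protein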
LYPLA1 inh = blocks human lysophospholipase 1, a PME1 counter-screen. O75608. recombinant LYPLA1, FP-Rh probe fluorescence polarization. inhibition, % at 5.9 µM. 320,000 tested, 0.16% active;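 active = inhibition above the mean of all tested compounds plus 3 SD, set per campaign, cut at about 14% in these data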;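 also: inhibitors block serine hydrolase probe labeling of LYPLA1 so polarization falls; 0% = enzyme with DMSO and 100% = wells lacking LYPLA1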
PAFAH1B3 FP inh = blocks human PAF acetylhydrolase 1B catalytic subunit 3 | Q15102 | recombinant PAFAH1B3, FP-rhodamine probe, fluorescence polarization | inhibition, % at 3.39 µM | 340,000 tested, 0.28% active;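 active = inhibition above the screen-wide average of all tested compounds plus 3 SD, cut at about 25% in these data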;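 also: 0% = enzyme with DMSO only and 100% = wells lacking PAFAH1B3 protein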
Target sequence (Q15102 whole entry, looked up): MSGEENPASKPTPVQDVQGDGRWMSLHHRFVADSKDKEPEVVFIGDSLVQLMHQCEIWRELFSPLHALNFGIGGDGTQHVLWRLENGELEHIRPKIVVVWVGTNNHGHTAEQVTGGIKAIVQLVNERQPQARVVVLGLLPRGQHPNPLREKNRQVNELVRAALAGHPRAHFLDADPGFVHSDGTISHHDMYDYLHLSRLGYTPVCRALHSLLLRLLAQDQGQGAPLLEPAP
PAFAH1B2 FP inh = inhibitors of human PAFAH1B2; P68402; recombinant PAFAH1B2, FP-rhodamine activity probe, fluorescence polarization; inhibition, % at 3.39 µM; 340,000 tested, 1.2% active; AID 492953;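 active = inhibition above the mean of all tested compounds plus 3 SD, cut at about 24% in these data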;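 also: 0% = enzyme with DMSO and 100% = wells lacking PAFAH1B2; many of its hits are not listed in these tables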
PREPL inh = inhibits the human prolyl oligopeptidase-like enzyme; Q4J6C6; recombinant PREPL, fluorescence polarization activity-based probe; inhibition, % at 5.96 µM; 320,000 tested, 0.68% active; in the data active = inhibition above about 43%;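 also: 0% = enzyme with DMSO and 100% = wells lacking enzyme; many of its hits are not listed in these tables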
LYPLA2 counter = blocks human lysophospholipase 2, a PME1 counter-screen; O95372; recombinant LYPLA2, FP-Rh probe fluorescence polarization; inhibition, % at 5.9 µM; 320,000 tested, 0.38% active; AID 2177;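 active = inhibition above the screen-wide mean plus 3 SD, limit set per campaign, cut at about 26% in these data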;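 also: 0% = LYPLA2 with DMSO and 100% = wells lacking LYPLA2 enzyme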
EBNA-1 inh = blocks EBNA-1 binding to DNA. EBNA-1 DNA binding, fluorescence polarization. inhibition, % at 14.8 µM. 300,000 tested, 0.34% active; in the data active = inhibition above about 28%
An asterisk follows results filed as active; . = no result given. An excerpt. The share of hits here may be higher or lower than overall.

SMILES	ZTA DNA inh	pPAFAH inh	PAFAH2 inh	LYPLA1 inh	PAFAH1B3 FP inh	PAFAH1B2 FP inh	PREPL inh	LYPLA2 counter	EBNA-1 inh
CC1CN(c2oc(Cc3cccc4ccccc34)nc2C#N)CC(C)O1 (centres undefined)	-9.4	2.1	5.7	0.9	-0.6	4.1	31.2	0.4	-11.5
CC(=O)c1cn(CC(=O)Nc2ccc(C)cc2)c2ccccc12	-1.5	-2.3	-2.1	-2.2	11.3	0.0	5.7	-0.5	8.4
CCCC(CCC(=O)Nc1nccs1)C(=O)O (centres undefined)	9.5	3.6	5.7	-2.3	2.4	-0.5	-2.2	0.7	7.4
COC(=O)N/N=C/c1c(C)cc(C)cc1C	-8.5	2.1	0.2	1.5	0.8	3.5	7.1	10.4	-3.5
CCCOc1ccc(/C=N/Nc2ccccn2)cc1OC	-9.1	4.8	6.2	-4.4	4.5	5.1	8.1	7.2	-7.5
Cc1noc(C)c1COc1cccc(C(=O)Oc2ccc3c(c2)OCO3)c1	-6.3	8.2	4.1	1.5	6.2	6.9	14.9	9.7	-2.6
COc1ccc(C2SC[C@@H](C(=O)O)N2C(C)=O)cc1 (some centres undefined)	-3.8	4.2	1.7	2.2	12.3	3.7	-3.5	1.3	-0.7
Fc1cc(F)c2nc(N3CCCCC3)sc2c1	-2.0	7.1	5.3	1.1	1.6	0.9	-21.9	-5.4	-3.8
CN(C(=O)CC1C(=O)NCCN1Cc1cccc(F)c1F)C1CC(C)(C)NC(C)(C)C1 (centres undefined)	-0.9	2.5	7.1	-1.5	0.8	0.7	6.9	-3.0	7.2
Cc1cc(C)nc(NC(=O)c2c(Cl)cccc2Cl)n1	-8.0	2.0	-2.6	3.0	6.5	-0.4	17.9	2.3	9.2
CC(=O)c1cccc(-n2nnnc2SCC(=O)Nc2ccccc2N2CCCCC2)c1	-11.9	4.8	6.6	0.5	2.2	2.9	3.8	8.1	-15.4
Cn1c(-c2sccc2OCc2ccc(Cl)cc2Cl)n[nH]c1=S	10.9	8.8	1.4	4.0	11.2	11.1	-16.9	2.9	5.7
COCCNC(=O)C1(S(=O)(=O)c2ccccc2)CC=CC1	9.2	0.2	-2.4	0.5	-1.3	0.8	9.1	0.4	-7.5
Cc1ccccc1NNC(N)=S	-1.0	-0.5	-5.2	-0.2	7.3	-1.4	18.5	-4.5	9.1
CSCCC1NC2(C(=O)Nc3c(Cl)cccc32)[C@@H]2C(=O)N(C3CCCC3)C(=O)[C@H]12 (some centres undefined)	15.7	10.2	-6.6	-3.6	6.6	2.7	8.5	-5.7	5.7
Cc1c([N+](=O)[O-])cc(S(=O)(=O)Nc2ccc(-c3ccc(N4CCCC4)nn3)cc2)cc1[N+](=O)[O-]	0.6	28.5*	14.5	0.2	1.6	11.6	7.3	4.2	12.3
COc1ccc(Nc2cc(C(=O)NCc3ccco3)c3ccccc3n2)c(OC)c1	-4.3	6.3	-3.4	-5.2	0.1	-2.5	16.5	-0.4	1.4
NC(=S)N=Nc1c(O)[nH]c2c(Br)cc(Br)cc12	7.5	3.8	.	-0.3	.	.	14.4	-9.8	-20.0
COC(=O)c1cnn(-c2ccccc2)c1C(OC)OC	2.2	-2.5	-4.4	2.6	3.2	5.2	17.9	-0.2	-4.7
CCOc1ccccc1NC(=O)Cn1[nH]c(=O)c2ccccc2c1=O	-5.8	12.6	-10.3	0.5	-1.6	-1.3	-16.8	-1.2	10.1
COc1cc2[nH]c(=O)n(CCC(=O)N3CCN(c4cccc(C)c4C)CC3)c(=O)c2cc1OC	-2.3	2.3	-6.0	-1.2	2.3	-2.4	18.5	-0.2	-7.0
CCOC(=O)C(C(=O)NCc1cccc(OC)c1)c1ncc(C(F)(F)F)cc1Cl (centres undefined)	-8.8	3.0	-0.6	-1.1	6.0	3.8	0.7	-0.6	1.3
Cc1ccc(C(=O)Nc2ncc(C)s2)s1	-8.3	-1.4	2.5	-0.7	5.8	2.9	4.8	3.8	-3.9
O=C(CN(Cc1ccccc1)S(=O)(=O)c1ccc2c(c1)OCCO2)N/N=C/c1ccc(F)cc1	6.3	33.0*	-5.4	-14.8	2.6	-1.2	-44.8	-29.6	0.2
O=C(CNc1cc(S(=O)(=O)N2CCOCC2)ccc1NCC1CCCO1)Nc1cccc(F)c1 (centres undefined)	-2.9	4.8	2.4	-0.4	-5.0	-2.6	13.2	-4.0	-15.6

Record cards, as listed above. Order of screens: ZTA DNA inh, pPAFAH inh, PAFAH2 inh, LYPLA1 inh, PAFAH1B3 FP inh, PAFAH1B2 FP inh, PREPL inh, LYPLA2 counter, EBNA-1 inh
Record of CN(C(=O)CC1C(=O)NCCN1Cc1cccc(F)c1F)C1CC(C)(C)NC(C)(C)C1 (centres undefined) → -0.9, 2.5, 7.1, -1.5, 0.8, 0.7, 6.9, -3.0, 7.2
Record of Cc1noc(C)c1COc1cccc(C(=O)Oc2ccc3c(c2)OCO3)c1 → -6.3, 8.2, 4.1, 1.5, 6.2, 6.9, 14.9, 9.7, -2.6
Record of COC(=O)c1cnn(-c2ccccc2)c1C(OC)OC → 2.2, -2.5, -4.4, 2.6, 3.2, 5.2, 17.9, -0.2, -4.7

The listing continues.
SMILES	ZTA DNA inh	pPAFAH inh	PAFAH2 inh	LYPLA1 inh	PAFAH1B3 FP inh	PAFAH1B2 FP inh	PREPL inh	LYPLA2 counter	EBNA-1 inh
O=C(NCCCO)c1ccc2[nH]c3c(c2c1)CCCC3	1.2	1.5	-7.3	-0.2	-1.6	-0.5	2.8	-2.0	4.5
Nn1c(SCc2ccccc2F)nnc1-c1cccnc1	-9.8	-5.4	.	-3.5	.	.	15.9	-0.8	-3.5
O=C1c2cccnc2C(O)N1Cc1ccccc1 (centres undefined)	-5.0	-2.1	2.2	-0.9	0.4	0.3	13.2	-5.5	5.8
C[C@H](CO)N1C[C@H](C)[C@@H](CN(C)S(=O)(=O)c2ccccc2)Oc2ccc(NS(=O)(=O)c3ccc(F)cc3)cc2C1=O	.	14.6	6.9	.	6.4	18.4	14.1	.	.
COc1cccc(CNC(=O)CSCc2cnn(-c3ccccc3)c2-n2cccc2)c1	4.5	22.3	15.2	0.2	5.5	4.8	-0.5	-0.7	-5.5
COc1ccc(OCCC(=O)OCC(=O)Nc2ccc(S(=O)(=O)N3CCOCC3)cc2)cc1	1.5	3.3	-0.2	0.7	2.3	-4.4	4.6	3.7	5.4
CCC(C)c1ccccc1NC(=O)c1cccnc1 (centres undefined)	9.8	6.8	-6.7	-1.9	-0.6	2.6	-4.9	0.3	2.3
COc1ccc(C(=O)c2oc3ccccc3c2NC(C)=O)cc1	-15.4	-5.5	-5.9	-2.1	-2.5	-0.8	10.6	0.3	2.8
CCOC(=O)CS(=O)(=O)c1ccc(C(F)(F)F)cn1	-16.6	2.1	2.7	1.8	-3.4	4.0	17.9	-4.6	-9.5
COc1ccccc1C(=O)NC(=O)CSc1nncn1C	11.1	3.6	9.0	-1.8	2.3	1.6	3.9	-0.3	3.5
CCOC(=O)C(C(=O)OCC)c1cc(Br)c2noc3c2c1C(=O)c1ccccc1-3	6.6	70.0*	28.4	-3.9	22.3	7.2	23.3	-3.2	4.9
OCc1cn(-c2ccc(Cl)cc2)nn1	-15.4	-3.9	3.4	2.5	-0.7	2.7	5.7	-3.4	-27.3
Cc1nc(SCCOc2ccccc2F)[nH]c(=O)c1Cc1ccccc1	-1.7	1.8	9.1	0.2	0.1	8.7	4.1	3.8	-4.1
CN(CC(=O)N1CCc2ccccc2C1)c1ccccc1	1.0	4.6	-7.8	2.1	9.4	-1.2	4.2	-0.6	8.8
COc1cccc(NC(=O)Cn2c3ccc(F)cc3c3nc4n(c(=O)c32)CCCS4)c1	-4.3	15.4	-7.8	-5.1	2.0	4.6	10.6	-6.6	0.6
O=C1Cc2ccccc2C(=O)N1c1cccc(Cl)c1	-5.6	7.7	10.3	0.9	7.2	6.5	9.1	-3.6	-4.4
Cc1ccc(CC(=O)N2CCC(c3nc4c(nnn4Cc4ccccc4)c(=O)[nH]3)CC2)cc1	-3.7	-2.2	9.9	-1.9	-2.7	-7.6	1.7	-2.5	0.6
O=C(c1ccccc1[N+](=O)[O-])N1CCCN(C(=O)c2ccccc2[N+](=O)[O-])CC1	-2.9	0.7	-3.3	1.7	3.6	7.0	8.3	5.0	-12.1
Cc1sc2nc(SCC(=O)NCCOCCO)nc(N)c2c1C	-20.2	-1.4	3.4	1.5	-2.2	2.5	5.0	0.5	-15.2
CCOC(=O)C1=C(C)NC(C)=C(C(=O)OCC)C1/C=C/c1ccccc1	-5.8	0.8	3.1	-5.8	3.9	4.1	1.9	-1.8	-5.7
Cc1ccc(CNC(=O)c2ccc(S(=O)(=O)Nc3c(C)n(C)n(-c4ccccc4)c3=O)cc2)cc1	5.3	2.1	-11.7	-0.5	-4.2	8.1	-6.4	15.2	-0.2
O=C(CSc1nc2ccccc2c(=O)n1Cc1ccccc1)Nc1ccc(Br)cc1C(=O)O	-0.5	-2.5	-2.1	-11.9	-3.4	5.5	-2.3	-16.0	-11.6
O=C(NNc1ccc([N+](=O)[O-])cc1)C1C2CCCCC21 (centres undefined)	1.9	7.5	5.6	2.1	1.6	5.8	3.0	0.0	12.8
Cc1c2cnn(CC(=O)NC3CCCC3)c(=O)c2c(C)n1Cc1ccccc1	-8.9	4.5	0.4	5.1	-2.5	3.9	-0.2	4.4	-4.7
O=C(NCCC1=CCCCC1)C1CCCN(S(=O)(=O)c2cnc[nH]2)C1 (centres undefined)	-11.0	6.3	1.0	2.4	0.1	26.5*	0.7	0.6	-0.3

Continuation:
SMILES	ZTA DNA inh	pPAFAH inh	PAFAH2 inh	LYPLA1 inh	PAFAH1B3 FP inh	PAFAH1B2 FP inh	PREPL inh	LYPLA2 counter	EBNA-1 inh
CC(CNC(=O)COc1ccc2c(c1)OCO2)c1ccccc1 (centres undefined)	-8.9	0.6	7.5	-1.1	-5.6	10.3	-1.2	3.5	.
O=C1NC(=Nc2ccc(F)cc2)SC1Cc1ccc(F)cc1 (centres undefined)	-10.6	8.9	.	3.8	.	.	-4.3	3.4	-2.9
COc1ccc(OCC2CNC(=O)O2)cc1 (centres undefined)	-8.2	3.4	-3.2	0.8	8.9	-0.6	10.9	7.9	-0.8
CCOc1ccc(C(C(=O)NC2CCCC2)N(Cc2ccccc2)C(=O)c2nsc(Cl)c2Cl)cc1 (centres undefined)	1.7	-3.0	6.9	-2.5	1.1	2.5	-6.5	-8.0	-2.1
O=C(O)c1cc2c(N3CCC(Cc4ccccc4)CC3)ncnc2s1	6.2	3.5	3.7	0.7	1.2	9.7	5.2	3.0	-15.6
c1ccc(CSc2nnc(-c3c[nH]c4ccccc34)o2)cc1	7.2	5.8	-6.8	-10.8	0.8	1.7	-6.8	-4.4	17.9
CCN(CC)C(=O)[C@H]1C[C@H](CC(=O)NCCc2ccccn2)C(=O)N2CCc3c([nH]c4ccc(Cl)cc34)[C@]12C	.	-1.0	-12.9	.	13.4	0.0	.	.	.
COc1ccc(OC)c(NC(=O)Nc2ccc3c(c2)OCO3)c1	4.0	7.1	-1.3	-1.8	-0.8	-2.3	3.2	-3.1	3.8
Cc1ccc(S(=O)(=O)NC(C)(C)CN2CCC(Cc3ccccc3)CC2)cc1	7.5	3.8	-12.3	-0.8	6.1	1.1	-31.0	2.4	-11.4
CC(C)C(=O)N1CCN(c2ccc(NC(=O)c3ccco3)cc2Cl)CC1	-18.2	-0.7	-3.2	-0.5	2.4	5.6	-2.9	6.0	-14.8
O=C(Nc1ccc(C2CC2(Cl)Cl)cc1)c1cccc([N+](=O)[O-])c1 (centres undefined)	-6.6	5.7	-4.1	-7.5	1.4	7.6	14.6	1.0	-4.5
CC(C)(C)CC(=O)NC(=S)NCCc1ccccc1	-0.8	6.2	-0.1	0.3	1.1	7.9	8.7	1.3	0.9
Cc1cc(NC(=O)CSCc2ccccc2)no1	-7.3	3.0	9.4	-0.6	1.8	2.2	-0.7	7.4	0.9
COc1ccc(N/C=C/C(=O)C(F)(F)F)cc1	-7.8	1.1	-3.5	-1.4	2.2	1.5	4.4	-0.9	-7.7
